# Assay outcomes (PubChem BioAssay)
# Yeast tox: Inhibits yeast growth, turbidity readout; S. cerevisiae wild-type growth, A595 turbidity, 16 h; AID 685; actives 0.3% (n = 30,000); growth inhibition, % at 25 µM (by protocol);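 active = mutant and wild-type yeast strains alike exhibit over 30% growth inhibition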;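 note: 0% = untreated cell controls and 100% = YPD media blanks without cells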
#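 Test system: Wild-type and eIF2Bepsilon-R284H mutant S. cerevisiae, screened separately | Dosing: Single 25 µM compound dose in 0.2% DMSO | Schedule: 16 h compound exposure during growth at 30 °C | Detection: A595 turbidity | Evaluation: Growth inhibition (%) versus cell controls and blanks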
# Yeast eIF2B: modulators of yeast eIF2B activity. S. cerevisiae eIF2B-epsilon R284H, GCN4-lacZ luminescence. inhibition, % at 25 µM (by protocol). AID 688. actives 0.91% (n = 27,000);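 active = mutant luminescence inhibited past about 50% while wild type luminescence and mutant growth stay under set limits, limit read from the data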; note: some compounds called inactive have numbers as strong as hits
#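 System: Yeast eIF2B-epsilon R284H mutant carrying GCN4–beta-galactosidase fusion | Read-out basis: Percent inhibition, luminescence and growth | Compound: 25 µM single dose | Times: 16 h at 30 °C exposure | Measured by: Luminescence and A595 | Buffer or medium: YPD medium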
# Yeast tox inhibition %: recorded beside Yeast tox, whose call it bears; growth inhibition, %; S. cerevisiae eIF2Bepsilon-R284H mutant growth, A595 turbidity, 16 h;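 each compound tested once at 25 µM; 0% equals untreated cells and 100% equals cell-free medium blanks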
# Yeast eIF2B mutant toxicity: recorded beside Yeast eIF2B, whose call it bears; growth inhibition, %; measured here: mutant yeast growth, toxicity;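 each compound tested once at 25 µM; zero equals untreated control growth and 100 equals blank medium absorbance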
# * = called active by the depositor; / = no result given; ! = a repeat was not active.
1	COC(=O)c1ccc(CSc2nnc(NC(=O)c3cc4c(s3)CCCC4)s2)cc1
2	COc1ccc(NC(=O)N2CCN(CCC#N)CC2)cc1
3	COc1ccccc1C(=O)Nc1c(C)n(C)n(-c2ccccc2)c1=O
4	CCOC(=O)C(NC(=O)CC)(N1CCc2ccccc2C1)C(F)(F)F (stereo not drawn)
5	CCOC(=O)c1c[nH]c2c(Cl)ccc(Cl)c2c1=O
6	COc1cc(C(=O)NCc2cn3ccsc3n2)cc(OC)c1OC
7	COC(=O)CSc1nnc2n1C(C)(C)Cc1ccccc1-2
8	Cc1c(N=Cc2c(O)n(Cc3ccco3)c(=O)c3ccccc23)c(=O)n(-c2ccccc2)n1C
assay / compound	1	2	3	4	5	6	7	8
Yeast tox	-8	15	-3	18	18	6	-5	-20
Yeast tox inhibition %	0	20	10	19	-5	8	-3	8
Yeast eIF2B	8	18	46	19	19	3	/	51*!
Yeast eIF2B mutant toxicity	/	20	10	19	-5	8	/	/

9	Cc1nn(C)c(C)c1S(=O)(=O)Nc1ccc2c(c1)OCO2
10	COC(=O)COn1c(SCC(=O)OC)nc2ccccc2c1=O
11	Cc1ccc(CNC(=O)CN2C(=O)COc3ccc(C)cc32)cc1
12	COc1cccc(C2CC(c3ccccc3)Nc3ncnn32)c1 (stereo not drawn)
13	O=C(C1=C(O)C(=O)N(Cc2ccco2)C1c1cccnc1)c1cc2ccccc2o1 (stereo not drawn)
14	CC(C)(C)c1nnc2sc(SCC(=O)c3ccc(Cl)cc3)nn2c1=O
15	Nc1cc2c(cc1C(=O)c1ccccc1)OCCO2
16	N#CC1=C(N)OC2=C(C(=O)CCC2)C12C(=O)N1CCCc3cccc2c31 (stereo not drawn)
assay / compound	9	10	11	12	13	14	15	16
Yeast tox	8	3	-3	/	0	-10	3	7
Yeast tox inhibition %	11	-9	3	/	7	-19	5	5
Yeast eIF2B	-30	12	-4	21	/	25	-7	/
Yeast eIF2B mutant toxicity	11	-9	3	/	/	-19	5	/

17	Cc1cc2ncn(S(=O)(=O)N3CCOCC3)c2cc1C
18	CC(=O)c1nn(-c2cccc(Br)c2)cc1C(=O)c1ccco1
19	c1csc(-c2nnc3ccccn23)c1
20	COC(=O)C(O)(CC(=O)Nc1ccc(OC)cc1)C(F)(F)F (stereo not drawn)
21	O=C(NCc1ccc2c(c1)OCO2)c1cc(-n2cnnc2)ccc1Cl
22	Cc1nn2c(-c3ccc(Cl)cc3)nnc2s1
23	CC(=O)c1ccccc1NC(=O)CSc1nnc2ccccn12
24	CCOC(=O)C1CCN(S(=O)(=O)c2ccc(OC)c(Cl)c2Cl)CC1
assay / compound	17	18	19	20	21	22	23	24
Yeast tox	-1	-49	-3	10	-14	-14	12	11
Yeast tox inhibition %	19	-44	-4	0	29	-7	15	6
Yeast eIF2B	18	-6	/	-7	/	10	/	14
Yeast eIF2B mutant toxicity	19	-44	/	/	/	-7	/	6

25	O=C(NCc1ccco1)c1cccn2c(=O)c3cc4ccccc4cc3nc12
26	CC1CCCN(c2ccc(C(=O)NCCc3ccccc3)cn2)C1 (stereo not drawn)
27	CN1c2ccccc2C(C)(C)[C@]12C=Cc1cc(O)ccc1O2
28	Cc1cc2cc(C(c3nnnn3CC3CCCO3)N3CCCc4ccccc43)c(=O)[nH]c2cc1C (stereo not drawn)
29	O=C(Nc1ccc2snnc2c1)Nc1cccc2ccccc12
30	CCC(c1nnnn1C1CCCC1)N1CCN(C(=O)c2ccco2)CC1 (stereo not drawn)
31	Nc1ccc(Oc2ccc(Cl)cc2)cc1
32	COC(=O)c1cc(OC)c(OC)cc1NC(=O)CN1CCOCC1
assay / compound	25	26	27	28	29	30	31	32
Yeast tox	-4	/	3	3	4	-4	12	-2
Yeast tox inhibition %	-5	/	5	7	8	-14	4	2
Yeast eIF2B	-24	-35	15	7	11	7	/	7
Yeast eIF2B mutant toxicity	-5	/	5	7	8	-14	/	2

# Records 27–31 from above:
27	CN1c2ccccc2C(C)(C)[C@]12C=Cc1cc(O)ccc1O2
28	Cc1cc2cc(C(c3nnnn3CC3CCCO3)N3CCCc4ccccc43)c(=O)[nH]c2cc1C (stereo not drawn)
29	O=C(Nc1ccc2snnc2c1)Nc1cccc2ccccc12
30	CCC(c1nnnn1C1CCCC1)N1CCN(C(=O)c2ccco2)CC1 (stereo not drawn)
31	Nc1ccc(Oc2ccc(Cl)cc2)cc1
assay / compound	27	28	29	30	31
Yeast tox	3	3	4	-4	12
Yeast tox inhibition %	5	7	8	-14	4
Yeast eIF2B	15	7	11	7	/
Yeast eIF2B mutant toxicity	5	7	8	-14	/

# Continuation.
33	CCCCNC(=O)CC1C(=O)N(Cc2ccccc2)C(C)c2nc3ccccc3n21 (stereo not drawn)
34	CCOC(=O)c1sc(NC(=O)CSc2nc3c(cc2C#N)CCC3)c(C#N)c1C
35	C=CCc1cccc2cc(C(=O)NCc3ccc(C(=O)OCC)o3)c(=O)oc12
36	OCc1ccc(O)c2ncccc12
37	O=C(OCCn1cncn1)c1cc2ccccc2oc1=O
38	O=C(CN1C(=O)CSC1=O)Nc1ccc2c(c1)OCCO2
39	COc1ccc(-c2c(NC(=O)c3ccco3)n(C)c3ccccc3c2=O)cc1
40	O=C(CN1CCCC1)N1c2ccccc2Sc2ccc(C(F)(F)F)cc21
assay / compound	33	34	35	36	37	38	39	40
Yeast tox	10	-48	9	-45	-5	-10	1	18
Yeast tox inhibition %	0	-36	3	-7	10	-14	-22	0
Yeast eIF2B	21	19	-6	4	59*	27	-15	25
Yeast eIF2B mutant toxicity	/	-36	3	-7	/	-14	-22	/

41	Cc1ccc(N(C(C)C(=O)Nc2ccccc2C(=O)N2CCOCC2)S(C)(=O)=O)cc1C (stereo not drawn)
42	CCOc1ccc(N(CC(N)=O)S(=O)(=O)c2ccc(F)cc2)cc1
43	CC(=O)Nc1cccc(Oc2ccc3c(c2)C(=O)N(CCC(=O)O)C3=O)c1
44	COc1ccc(CCNC(=O)c2nnn(CC(=O)Nc3ccccc3C)c2N)cc1OC
45	CCC(=O)Nc1nc(C)c(C(=O)NC2CCCCC2)s1
46	O=c1[nH]c(CN2CCN(C/C=C/c3ccccc3)CC2)nc2cc(Cl)ccc12
47	O=C(Cc1cccs1)NCc1cccnc1
48	COc1ccc(C(=O)Nc2ccc(Cl)cc2C(=O)NCCO)cc1
assay / compound	41	42	43	44	45	46	47	48
Yeast tox	/	-5	/	-5	-2	-3	10	-34
Yeast tox inhibition %	/	-5	/	-29	0	0	-5	-20
Yeast eIF2B	10	-5	30	2	22	16	8	10
Yeast eIF2B mutant toxicity	/	-5	/	-29	/	/	-5	-20

49	CC(=O)Nc1ccc(OCC(=O)c2cc(C)ccc2C)cc1
50	O=C(c1ccc(Br)s1)N1CCN(c2ncccn2)CC1
51	Cc1sc2nc(SCC(=O)N(C)C)[nH]c(=O)c2c1C
52	COc1nc(OCCNC(=O)Nc2ccccc2)nc(N(C)C)n1
53	COc1cccc(NC(=O)N2CCN(c3cccc(C)c3)C(C)C2)c1 (stereo not drawn)
54	CCn1c(=O)cc(SCC(=O)Nc2ccc3c(c2)OCCO3)c2ccccc21
55	CCC1CCc2c(sc(NC(=O)CSc3nc(-c4ccco4)cc(C(F)(F)F)n3)c2C#N)C1 (stereo not drawn)
56	CN1CCN(C(=O)c2ccc3c(=O)n(Cc4ccco4)c(=S)[nH]c3c2)CC1
assay / compound	49	50	51	52	53	54	55	56
Yeast tox	10	18	-11	4	21	-6	0	8
Yeast tox inhibition %	21	-9	-13	-3	-6	0	0	11
Yeast eIF2B	/	14	/	6	/	-53	16	/
Yeast eIF2B mutant toxicity	/	-9	/	-3	/	/	/	/

57	CCOC(=O)C(C)c1c(C)[nH]c(=S)[nH]c1=O (stereo not drawn)
58	CC(=O)CSc1nnc(Cc2ccc3c(c2)OCO3)o1
59	CC1Cc2cc(/C(O)=C3\C(=O)C(=O)N(CCN4CCOCC4)C3c3ccccc3F)ccc2O1 (stereo not drawn)
60	CCOCCCNC(=O)c1cn(C)c(=O)c2cc(OC)c(OC)cc12
61	CCN(Cc1ccccc1)CC(O)COc1ccccc1 (stereo not drawn)
62	Cc1no[n+]([O-])c1COc1ccc(/C=C2\NC(=S)NC2=O)cc1
63	CCOC(=O)CSC1=C(C#N)C(c2ccco2)C(C(=O)Nc2cccc(C(F)(F)F)c2)=C(C)N1 (stereo not drawn)
64	O=C(COC(=O)c1ccc(F)cc1)Nc1ccccc1N1CCOCC1
assay / compound	57	58	59	60	61	62	63	64
Yeast tox	9	-3	11	3	10	0	-12	0
Yeast tox inhibition %	7	-13	-6	-18	18	10	-3	-23
Yeast eIF2B	/	/	20	22	29	/	-2	/
Yeast eIF2B mutant toxicity	/	/	-6	-18	18	/	-3	/

65	Cc1ccc2cc(CN(Cc3ccc4c(c3)OCO4)Cc3nnnn3Cc3ccco3)c(=O)[nH]c2c1
66	CCc1ccccc1NC(=O)Cn1nc(C(F)(F)F)c2c1CCC2
67	COc1ccccc1NC(=O)CSc1nnc(-c2ccccn2)n1Cc1ccco1
68	Cc1ccc(-n2c(CNc3ccc(F)cc3)nnc2SCC(N)=O)cc1
69	CCOc1ccc(-n2c(SCC(=O)Nc3cc(C)on3)nnc2-c2c[nH]c3ccccc23)cc1
70	CC(C)c1nc(C#N)c(NCCCn2ccnc2)o1
71	Cc1cc(NC(=O)c2noc3c2CCCCC3)nn1Cc1ccc(Cl)cc1
72	c1coc(-c2nn3c(-c4ccco4)nnc3s2)c1
assay / compound	65	66	67	68	69	70	71	72
Yeast tox	12	/	-15	4	-4	5	-21	-6
Yeast tox inhibition %	2	/	0	-14	-24	0	-18	-12
Yeast eIF2B	27	17	12	30	-4	22	3	4
Yeast eIF2B mutant toxicity	2	/	/	-14	-24	/	-18	-12

73	CCC(C)Oc1cccc(OCCCCN2C(=O)NC(C)(C)C2=O)c1 (stereo not drawn)
74	COc1cccc2cc(C(=O)C3=C(O)C(=O)N(Cc4ccco4)C3c3cccnc3)oc12 (stereo not drawn)
75	CCOC(=O)NCCc1c(C)nc2c(c(C)nn2C(C)(C)C)c1C
76	Cc1ccc2[nH]c3c(=O)n(CCN4CCNCC4)cnc3c2c1
77	COc1ccc(Nc2nc(N)nc(CSc3nnc(N)s3)n2)cc1
78	Cc1nc2sc(C(c3cccc(F)c3)N3CCCC(C)C3)c(O)n2n1 (stereo not drawn)
79	O=C(CC(O)(c1ccccc1)C(F)(F)C(F)F)c1cccs1 (stereo not drawn)
80	Cc1ccnn1CCSCC(=O)O
assay / compound	73	74	75	76	77	78	79	80
Yeast tox	-12	10	19	10	4	5	22	-3
Yeast tox inhibition %	12	0	10	12	15	-7	0	15
Yeast eIF2B	51*	6	18	22	/	3	10	16
Yeast eIF2B mutant toxicity	/	/	10	12	/	-7	/	15

# Entries listed so far with a tert-butyl group, in the order listed:
14	CC(C)(C)c1nnc2sc(SCC(=O)c3ccc(Cl)cc3)nn2c1=O
75	CCOC(=O)NCCc1c(C)nc2c(c(C)nn2C(C)(C)C)c1C
assay / compound	14	75
Yeast tox	-10	19
Yeast tox inhibition %	-19	10
Yeast eIF2B	25	18
Yeast eIF2B mutant toxicity	-19	10

# New compounds follow.
81	CC(=O)Nc1nc2ccccc2n1Cc1ccccc1
82	C/C=C/Cn1c(SCc2ccc(Cl)cc2)nc2c1c(=O)[nH]c(=O)n2C
83	COc1cccc(C2/C(=C(\O)c3ccc4c(c3)OCO4)C(=O)C(=O)N2CCN(C)C)c1OC (stereo not drawn)
84	Cc1ccc(NCN2C(=O)C3CC=CCC3C2=O)cc1 (stereo not drawn)
85	O=c1nc(NCc2ccccc2Cl)cn[nH]1
86	CCN1CCN(C(c2ccccc2)c2nnnn2Cc2ccccc2)CC1 (stereo not drawn)
87	CC(=O)NC(Cc1c[nH]c2ccccc12)C(=O)N1CCc2ccccc2C1 (stereo not drawn)
88	CCN(CC(O)COc1ccc(OCC(O)CN(CC)C2CCCCC2)cc1)C1CCCCC1 (stereo not drawn)
assay / compound	81	82	83	84	85	86	87	88
Yeast tox	-13	-19	1	5	15	-1	22	-7
Yeast tox inhibition %	-30	-4	-18	0	21	-10	19	-7
Yeast eIF2B	4	/	33	15	32	/	31	-9
Yeast eIF2B mutant toxicity	-30	/	-18	/	21	/	19	-7

89	O=C(NCCN1CCCCC1)c1ccc2c(c1)OCCO2
90	O=CNC(Cc1ccccc1)C(=O)O (stereo not drawn)
91	Cc1ccc(/C=N/N2CCN(Cc3ccc(Cl)cc3)CC2)o1
92	N#Cc1ccc(NC(=O)Nc2ccc(Cl)cc2)cc1
93	O=C(CCc1ccccc1)Nc1ccc(Cl)cn1
assay / compound	89	90	91	92	93
Yeast tox	14	5	3	22	-10
Yeast tox inhibition %	0	6	14	-4	-18
Yeast eIF2B	0	0	13	20	43
Yeast eIF2B mutant toxicity	/	6	14	-4	-18

# Looked up above.
# cpd 1 | Yeast tox = -8
# cpd 90 | Yeast tox = 5
# cpd 64 | Yeast tox = 0
# cpd 91 | Yeast eIF2B = 13

# This is a subset (hit frequency here may not be typical).
